BoNT-F LC inh: BoNT/F light chain protease inhibitors, primary screen, biochemical, flow cytometry, MLPCN library; Botulinum neurotoxin type F light chain protease (Clostridium botulinum); Multiplex microsphere protease cleavage assay; inhibition, % at 10 µM; 0.22% of 360,000 active; AID 588497, 2011; in the data active means inhibition above about 35%, passing the limit was not always enough; inconclusive means no clear call, values can overlap the other calls; further: plate controls were buffer without enzyme for full effect and enzyme alone for no effect
Rv3671c inh: Rv3671c serine protease inhibitors, primary screen, biochemical, fluorescence polarization, M. tuberculosis H37Rv | inhibition, % at 5.96 µM | 0.048% of 320,000 active | AID 2606, 2010; in the data active means inhibition above about 38%;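 further: extracellular domain of Rv3671c used as enzyme; 0% = enzyme with DMSO and 100% = no enzyme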
CCHFV vOTU inh: CCHFV vOTU protease inhibitors, primary screen, biochemical, Pep-AMC substrate, fluorescence | Crimean-Congo hemorrhagic fever virus L polyprotein viral ovarian tumor (vOTU) protease … | inhibition, % at 11.5 µM | 0.55% of 370,000 active | AID 651958, 2012; further: 0% = vehicle wells with enzyme and 100% = no enzyme wells
GDH-TPI counter: GDH-TPI coupling enzyme inhibitors, primary screen, artefact control for M. tuberculosis FBA inhibitor project, biochemical, absorbance, full deck | GDH-TPI coupled enzyme counterscreen, NADH absorbance | inhibition, % at 4.8 µM | 1.2% of 360,000 active | AID 588335, 2011;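 further: 0% = DMSO wells and 100% = wells lacking the enzyme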
DUSP3 inh: VHR1 phosphatase inhibitors, primary screen, biochemical, absorbance, uHTS; Dual specificity protein phosphatase 3 (Homo sapiens), P51452; recombinant VHR phosphatase, pNPP absorbance; inhibition, % at 13.3 µM; 0.52% of 290,000 active; in the data active means inhibition above about 50%; further: some compounds called inactive have numbers as strong as hits
Target sequence (P51452 whole entry, looked up): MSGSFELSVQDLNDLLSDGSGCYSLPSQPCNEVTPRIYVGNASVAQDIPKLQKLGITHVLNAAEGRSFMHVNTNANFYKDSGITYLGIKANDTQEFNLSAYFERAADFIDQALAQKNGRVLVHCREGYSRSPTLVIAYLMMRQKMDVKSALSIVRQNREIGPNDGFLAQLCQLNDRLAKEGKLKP
MazF activator: activators of E. coli MazEF toxin-antitoxin RNase, primary screen, biochemical, fluorescence, uHTS; FAM/BHQ RNA-DNA oligo cleavage fluorescence, 5 h; activation, % at 20 µM; 0.32% of 350,000 active; AID 504720, 2011; in the data active means activation above about 50%
Target sequence (P0AE70 whole entry, looked up): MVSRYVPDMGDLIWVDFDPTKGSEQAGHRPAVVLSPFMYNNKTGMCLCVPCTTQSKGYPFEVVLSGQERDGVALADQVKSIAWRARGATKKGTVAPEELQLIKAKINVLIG
FBA Mtb inh: Mtb FBA enzyme inhibitors, primary screen, biochemical, fluorescence, strain H37Rv; purified M. tuberculosis FBA, fluorescence read-out; 2.3% of 360,000 active; inhibition, % at 1 µM; Fructose-bisphosphate aldolase (Mycobacterium tuberculosis (strain ATCC 25618 / H37Rv)), …; in the data active means inhibition above about 27%;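 further: 0% = vehicle and 100% = reference inhibitor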
Target sequence (P9WQA3 whole entry, looked up): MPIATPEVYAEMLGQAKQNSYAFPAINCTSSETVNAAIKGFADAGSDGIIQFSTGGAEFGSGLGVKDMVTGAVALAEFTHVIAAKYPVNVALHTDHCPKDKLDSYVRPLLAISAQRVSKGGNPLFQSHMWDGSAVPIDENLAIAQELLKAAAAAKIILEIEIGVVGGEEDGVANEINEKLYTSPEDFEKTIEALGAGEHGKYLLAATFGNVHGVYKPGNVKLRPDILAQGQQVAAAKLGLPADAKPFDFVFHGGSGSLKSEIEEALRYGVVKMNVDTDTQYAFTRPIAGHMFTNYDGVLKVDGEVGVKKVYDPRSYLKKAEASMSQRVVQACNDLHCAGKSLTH
FadD28 binding: inhibitors of FadD28 bisubstrate probe binding, primary screen, biochemical, fluorescence polarization, single point. inhibition, % at 12.5 µM. 0.22% of 360,000 active. AID 588549, 2011; in the data active means inhibition above about 8.5%, passing the limit was not always enough; inconclusive means no clear call, values can overlap the other calls
Mtb BioA inh: M. tuberculosis BioA enzyme inhibitors, primary screen, biochemical, plate reader, single point, HTS | 7,8-diaminopelargonic acid synthase BioA (Mycobacterium tuberculosis) | purified M. tuberculosis BioA enzyme | inhibition, % at 9.99 µM | 0.096% of 360,000 active; in the data active means inhibition above about 40%; inconclusive means no clear call, values can overlap the other calls
UGM FP inh: M. tuberculosis UGM enzyme inhibitors, primary screen, biochemical, fluorescence polarization, single point. UDP-galactopyranose mutase (Mycobacterium tuberculosis (strain ATCC 25618 / H37Rv)), …. purified UGM, fluorescence polarization probe displacement. inhibition, % at 10 µM. 0.06% of 320,000 active; in the data active means inhibition above about 10%, passing the limit was not always enough; inconclusive means no clear call, values can overlap the other calls
Target sequence (P9WIQ1 whole entry, looked up): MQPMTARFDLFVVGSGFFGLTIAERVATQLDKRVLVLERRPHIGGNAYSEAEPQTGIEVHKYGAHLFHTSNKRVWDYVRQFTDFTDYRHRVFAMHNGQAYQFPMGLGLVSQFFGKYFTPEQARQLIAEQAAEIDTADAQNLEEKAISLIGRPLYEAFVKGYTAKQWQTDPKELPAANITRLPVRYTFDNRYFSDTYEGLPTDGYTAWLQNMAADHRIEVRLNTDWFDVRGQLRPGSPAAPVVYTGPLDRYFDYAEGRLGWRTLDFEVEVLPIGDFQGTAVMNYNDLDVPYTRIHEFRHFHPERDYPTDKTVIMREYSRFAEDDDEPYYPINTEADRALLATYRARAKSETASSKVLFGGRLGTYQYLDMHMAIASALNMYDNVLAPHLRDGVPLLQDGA
* = called active by the depositor; u = inconclusive; x = no result given. Unless noted, no stated cut-off is given here; in the data, active means inhibition above about 30%; inactive means the rest.

Order of results: BoNT-F LC inh	Rv3671c inh	CCHFV vOTU inh	GDH-TPI counter	DUSP3 inh	MazF activator	FBA Mtb inh	FadD28 binding	Mtb BioA inh	UGM FP inh
NS(=O)(=O)c1ccc(CCNC(=S)Nc2ccccc2)cc1
→ -2	-8	0	1	21	5	0	-1.3	x	-0.1
CSc1nc2n(n1)C(c1ccccn1)C1=C(CC(C)(C)CC1=O)N2 (stereo not given)
→ 4	6	-16	18	11	-6	13	-1.5	-1.0	0.3
Cc1ccc(NC2=C(Cl)C(=O)OC2OC(=O)c2ccco2)c(C)c1 (stereo not given)
→ 1	-6	-4	-5	x	-3	-1	-5.3	0.9	-0.2
COc1ccc(C(=O)NNC(=O)CSc2nnc(-c3ccc(O)cc3)n2C)cc1
→ 0	9	-9	-1	18	7	5	0.4	x	1.1
Cc1cc(NC(=O)CSc2ncn(-c3ccccc3)n2)no1
→ -15	5	-1	-3	27	4	-2	-4.6	-3.0	-1.5
Cc1ccc(S(=O)(=O)NC2OC(=O)C(Cl)=C2Cl)cc1 (stereo not given)
→ -7	3	4	7	10	-4	4	-0.6	0.3	1.0
Cc1nn(CCC#N)c2nc(-c3ccccc3)cc(C(F)(F)F)c12
→ 1	-2	2	10	-24	-9	18	0.0	-2.1	-0.2
CCn1cc(C(=O)N[C@H](C(=O)NCCCOC)C(C)C)c(=O)c2cc3c(cc21)OCO3
→ -5	-2	-13	2	7	7	4	-2.5	x	-1.7
Cc1ccc(CN2CC34C=CC(O3)C(C(=O)NCc3ccc5c(c3)OCO5)C4C2=O)cc1 (stereo not given)
→ 8	2	-9	-14	27	5	-4	-1.9	0.4	-1.3
CCOc1ccc(CCNC(=O)c2[nH]c(C)c(C(C)=O)c2CC)cc1OCC
→ -4	-3	1	8	12	1	-1	-3.3	x	-1.9
O=C(NCc1ccc2c(c1)OCO2)c1cc(-c2ccc(Cl)cc2Cl)on1
→ -2	1	4	1	11	1	2	-1.4	-2.1	0.6
CCCS(=O)(=O)c1c(S(=O)(=O)CCC)c2c(C)cccn2c1C(N)=O
→ 9	0	-9	13	22	1	0	0.0	-0.6	1.8
O=C(CSc1nc2ccccc2c(=O)n1Cc1ccccc1)Nc1ccc(Br)cc1C(=O)O
→ -1	-40	9	-3	21	-1	1	-20	25	-1.5
COc1ccc(C(=O)NCC2CCCO2)cc1 (stereo not given)
→ 36*	-9	-22	4	-5	-4	3	-0.5	x	2.8
Cc1cc2ccccc2cc(C)c1=O
→ 1	-2	9	0	3	5	1	-0.1	-1.6	2.3
O=C(CSC(=S)N1CCCCC1)c1c(F)cccc1F
→ -8	0	1	-9	32	-34	-1	-4.0	x	4.6
CCOCCCNC(=O)c1ccc(N(C)S(=O)(=O)c2ccc(OC)cc2)cc1
→ 1	-8	3	1	-6	7	-1	0.0	-0.3	2.0
C=CCNc1nc2c(c(=O)[nH]c(=O)n2C)n1CC(O)COc1ccc2ccccc2c1 (stereo not given)
→ -13	x	-1	21	-3	5	2	-2.1	-1.6	x
Cc1ccc(-c2[nH]c3ccccc3c2SCCNC(=O)c2cc3ccccc3oc2=O)cc1
→ -27	-16	-1	1	4	-4	0	-0.6	-0.3	0.6
Cc1cc(=O)oc2cc(OCC(=O)N3CCN(c4ccccc4)CC3)c(Cl)cc12
→ -4	0	11	2	16	-1	0	-2.4	-1.0	1.0
Cc1nn(Cc2ccc(C(=O)N3c4ccc(F)cc4CCC3C)o2)c(C)c1Br (stereo not given)
→ 4	8	10	10	25	7	0	-2.5	5.7	-1.5
O=C1N=c2ccccc2=C1c1c(O)n(-c2cccc(F)c2)[nH]c1=O
→ -36	-7	-4	7	-3	6	-2	1.5	x	1.5
COC(=O)c1c(C)[nH]c(C(=O)OCc2csc(CC(=O)Nc3ccccc3C)n2)c1C
→ -1	-15	5	-3	x	-17	-1	-2.7	-2.0	1.4
CCn1cc(C(=O)N[C@@H](C)C(=O)OC)c(=O)c2cc3c(cc21)OCO3
→ 18	2	3	5	24	8	3	0.8	-1.3	0.8
CC(=O)N1CCN(C(=O)CCc2nc3sc4c(c3c(=O)[nH]2)CCCC4)CC1
→ -3	3	17	7	25	0	-3	-0.3	x	1.9
O=C(/C=C/c1ccco1)Nc1cccnc1Cl
→ u	0	21	26	-9	4	3	-1.7	-2.8	-1.0
Cc1c(Cl)cccc1NC(=O)CSCC(N)=O
→ 0	-3	-1	-1	17	3	1	-1.5	-2.0	2.7
COc1cc2c(cc1NC(=O)CSc1nnc(Cc3cccs3)n1Cc1ccco1)oc1ccccc12
→ 7	-33	x	10	4	-15	-1	-2.2	x	2.6
Cc1ccc(OCCC(=O)OCC(=O)Nc2cc(C)cc(C)c2)cc1
→ 5	6	1	-5	-28	3	-4	-4.0	-0.4	0.0
O=C1N(CC(=O)N2CCc3ccccc32)CCN1Cc1ccc(Cl)cc1
→ -2	5	4	14	24	-15	2	-2.0	-0.3	1.9
CC(C)Cn1c(SCC(=O)NCCCN2CCCC2=O)nc2ccccc21
→ -2	-2	-1	0	x	0	5	-2.4	-1.7	1.6
CC(=O)c1cccc(NC(=O)c2cc(Cl)sc2Cl)c1
→ 4	-3	-10	-1	16	0	1	-3.1	x	1.5
COc1cc(C=NNc2ccccc2[N+](=O)[O-])cc(OC)c1OC
→ -6	x	-1	9	x	8	-1	0.4	0.2	x
CNC(=O)CCSSCCC(=O)NC
→ 2	-4	-11	0	1	0	0	0.9	x	0.3
CCOc1ccc(CN(C)C(=O)c2ccc3c(c2)NC(=O)C(C)S3)cc1OC (stereo not given)
→ 1	-6	0	3	x	3	0	-1.1	4.4	-0.1
C=CCC[C@@H](Cc1ccc(F)cc1)C(=O)OC[C@@H](NC(=O)[C@@H](CC=C)CC(=O)N(CCO)Cc1ccccc1)c1ccccc1
→ 10	-18	34*	1	x	-12	-2	u	-1.4	1.3
Cc1ccnc(NC(=O)CCC(=O)N(CC(=O)NCc2ccc(F)cc2)CC2CCCO2)c1 (stereo not given)
→ -4	6	7	0	21	-6	-4	-0.8	0.5	-5.2
Cn1c(=O)c2c(nc(SCCNS(=O)(=O)c3ccccc3)n2C)n(C)c1=O
→ -2	3	-6	4	23	1	0	-6.2	x	-0.1
Cc1cc(N2C(=O)c3ccc(C(=O)NCc4ccccc4)cc3C2=O)no1
→ -8	-2	-9	6	-5	-2	1	0.9	x	-2.2
CSc1nnc(C)c(=O)n1COC(=O)COc1ccc(Cl)cc1Cl
→ -11	2	1	-6	10	-9	2	-2.0	x	1.0
O=C(NC1CCCCCCC1)c1ccc2c(c1)OCO2
→ -6	0	1	-7	2	-4	-1	-2.4	0.3	-0.4
N#CCCn1c(SCC(=O)Nc2ccc(N3CCOCC3)cc2)nc2ccccc21
→ -4	4	7	4	10	2	0	-3.5	x	1.3
N#Cc1ccc(S(=O)(=O)NCC(=O)OCC(=O)NCCc2ccccc2)cc1
→ 8	4	-6	-4	-14	1	0	-2.7	-0.8	-1.9
Cc1c(C(=O)c2ccc(F)cc2F)c2ccccn2c1CCC#N
→ -14	-36	23	9	28	-80	9	-2.0	1.8	0.1
C[C@H](CO)N1C[C@H](C)[C@@H](CN(C)S(=O)(=O)c2ccc(F)cc2)Oc2ccc(NC(=O)Nc3ccc4c(c3)OCO4)cc2C1=O
→ 5	5	-5	-7	x	14	1	3.3	0.8	x
CCCCN(CCCC)S(=O)(=O)c1ccc(NC(=O)CN2CCOCC2)cc1
→ 4	-6	x	-2	-7	-6	0	-1.2	1.1	-0.7
COc1ccc(/C=N/NC(=O)CNC(=O)c2cccs2)cc1
→ -3	-11	-1	11	15	-3	-1	-1.1	x	3.0
CC(=O)N(c1cccc(C(F)(F)F)c1)c1nc(/C=C/C(=O)O)cs1
→ -2	-5	5	-10	5	1	1	-4.4	x	1.4
C/C(=N\OC(=O)c1c(-c2c(F)cccc2Cl)noc1C)c1nccs1
→ -6	0	-8	5	0	-3	3	-1.1	x	-2.4
CSC1=NCCN1C(=O)c1ccc2ccccc2c1
→ -1	-1	-4	-11	8	10	2	-1.7	-0.2	-0.1
CN(c1ccccc1)S(=O)(=O)c1cccc(C(=O)Nc2ccc3c(c2)CCC3)c1
→ -8	-37	-7	11	-4	0	-2	-4.0	-0.7	-0.9
COc1ccc(N(C)C(=O)c2ccc3snnc3c2)cc1
→ 3	3	5	-2	-5	10	1	-3.9	4.8	-1.3
O=C(COC(=O)C1CCN(c2ccc(C(F)(F)F)cn2)CC1)c1ccc(Cl)cc1
→ 1	-6	-5	-2	x	-5	-1	-4.0	x	2.2
Cn1ccnc1C(O)c1cc(C(C)(C)C)c(O)c(C(C)(C)C)c1 (stereo not given)
→ 14	-1	5	2	1	4	-3	-5.2	-1.1	2.4
O=C(NNC(=O)c1ccc(Cl)cc1Cl)c1cnccn1
→ 11	-4	0	20	2	-6	0	-1.9	x	-4.7
C/C(=N\NC(=O)CSCc1ccc(Cl)cc1)c1ccc2c(c1)OCCO2
→ -11	-2	-7	0	12	2	5	0.7	6.2	1.1
C=CCn1c(COc2ccccc2)nnc1SCC(=O)O
→ 8	-2	2	-1	7	-1	-1	-1.0	2.9	1.1
CC(=O)Nc1ccc(S(=O)(=O)NCC(=O)OCC(=O)NNC(=O)c2ccccc2)cc1
→ -7	-5	5	-2	x	0	5	0.0	-1.7	1.4
CC(C)N1CCC(N2CCN(C/C=C/c3ccccc3)CC2CCO)CC1 (stereo not given)
→ -9	-8	x	-6	12	4	2	-3.0	0.3	-0.3
CCOC(=O)N1CCN(C(=O)c2ccccc2N(Cc2ccccc2)S(=O)(=O)c2ccc(OC)cc2)CC1
→ 3	-8	15	-12	12	5	-2	-5.7	x	-0.1

Later entries
Order of results: BoNT-F LC inh	Rv3671c inh	CCHFV vOTU inh	GDH-TPI counter	DUSP3 inh	MazF activator	FBA Mtb inh	FadD28 binding	Mtb BioA inh	UGM FP inh
CCCC1Cc2[nH]c(=O)c(C#N)cc2CO1 (stereo not given)
→ -2	1	-63	30	2	12	126*	-1.4	-2.4	0.4
CC(=O)Nc1ccc([N+](=O)[O-])cn1
→ -5	2	19	12	37	0	-3	-1.1	-2.0	-1.5
Cc1cc(NC(=O)c2cc([N+](=O)[O-])cc([N+](=O)[O-])c2)n(-c2ccccc2)n1
→ 1	5	-19	3	37	1	3	0.2	x	3.0
COc1ccc(C(=O)NCC(c2cccnc2)N2CCN(c3ccccc3)CC2)cc1OC (stereo not given)
→ -15	0	-4	9	39	-3	0	-0.2	1.3	0.2
O=C(O)CNC(=O)c1cccc(C(F)(F)F)c1
→ -1	2	2	9	13	-12	-4	-0.9	x	-1.3
Cc1nn(C(=O)c2ccoc2C)c(N)c1-c1ccccc1
→ -3	8	14	11	6	4	-2	-1.1	0.5	2.5

Gathered by group, the compounds so far with a nitro group on carbon.
Order of results: BoNT-F LC inh	Rv3671c inh	CCHFV vOTU inh	GDH-TPI counter	DUSP3 inh	MazF activator	FBA Mtb inh	FadD28 binding	Mtb BioA inh	UGM FP inh
COc1cc(C=NNc2ccccc2[N+](=O)[O-])cc(OC)c1OC
→ -6	x	-1	9	x	8	-1	0.4	0.2	x
CC(=O)Nc1ccc([N+](=O)[O-])cn1
→ -5	2	19	12	37	0	-3	-1.1	-2.0	-1.5
Cc1cc(NC(=O)c2cc([N+](=O)[O-])cc([N+](=O)[O-])c2)n(-c2ccccc2)n1
→ 1	5	-19	3	37	1	3	0.2	x	3.0

Source: PubChem
